Screening data deposited in PubChem by National Center for Advancing Translational Sciences (NCATS).
DRD3 agonist: D3 dopamine receptor (human) agonism. P35462. D3R DiscoveRx beta-arrestin cells, luminescence, 90 min. max activation, %. 410,000 compounds, 0.58% hits. AID 652048; in the data active = max activation above about 30%; note: 0% is about no effect; mostly tested at two doses, the higher about 12 µM
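Agonist mode: compounds and dopamine controls were applied to plated cells for 90 min at 37 degrees C after an overnight attachment at 1500 cells/well. Luminescent read-out followed 30 - 60 minutes at room temperature with DiscoveRx detection reagent.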
GLP1R cytotox: cytotoxicity counter-screen for GLP-1 receptor inverse agonists; HEK293 cAMP-luciferase reporter cells, luminescence, 24 h; Potency, µM (top dose mostly 38.3 µM), for the others: at the top dose activity change, negative = inhibition, usual class: inhibitors; 410,000 compounds, 0.13% hits;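 note: loss of luciferase light is scored as toxicity; potency is the fitted concentration of half-maximal effect; % is set by controls: 0 for no effect and ±100 for the full control effect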
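Quantitative HTS format, 1536 wells, 200 cells/uL seeded. Compounds: 23 nL, 24 h, 37 °C. Detection: luciferase reagent, luminescence at 12 min RT; decreased signal taken as cytotoxic.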
D3 antag: blocks the human D3 dopamine receptor. D3R cells, DiscoveRx beta-arrestin luminescence, antagonist mode; active compounds read low. max response, negative = inhibition, %. 360,000 compounds, 2.5% hits; in the data active = max response below about -50%; inconclusive = no clear call, values can overlap the other calls; note: % is set by controls: 0 for no effect and ±100 for the full control effect; mostly tested at two doses, the higher about 12 µM
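Cells plated overnight at 1500 cells/well, then exposed to library compounds with dopamine controls for 90 minutes at 37 degrees C. DiscoveRx reagent added for 30–60 minutes at room temperature; luminescence read, quantitative HTS format.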
PI5P4Ka inh: inhibitors of human PI5P4K alpha; P48426; PI5P4Kalpha enzyme, ADP-Glo luminescence, 60 min; active compounds read low; max response, %; 330,000 compounds, 1.2% hits; AID 652105; active = max response of -50% or lower; inconclusive = between -30% and -50%; inactive = -30% or higher; note: value at the top dose of about 77 µM; % is set by controls: 0 for no effect and ±100 for the full control effect
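ADP-Glo luminescence end-point after a 60 min room-temperature kinase reaction. PI5P4Kalpha and substrate in HEPES pH 7.4 buffer with EGTA, 0.1% CHAPS and 5% DMSO; ATP at 5 microM final.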
GLP1R ag: agonists of human GLP-1 receptor. 380,000 compounds, 0.007% hits. AID 624172. P43220. HEK293 GLP-1R CRE-luciferase, luminescence, 4-6 h; cells express a hypersensitive GLP-1R form. Potency, µM (top dose mostly 45.6 µM), inactives show at the highest dose activation, actives largely listed as activators; note: potency is the fitted concentration of half-maximal effect; % of control where 0% means no effect
GLP1R inv ag: acts as inverse agonist at human GLP-1 receptor; P43220; HEK293 GLP-1R CRE-luciferase, luminescence, 24 h; GLP-1R form is constitutively active; Potency, µM (top dose mostly 38.3 µM), without a hit: at the top dose activity change, negative = inhibition, actives largely listed as inhibitors; 410,000 compounds, 1.6% hits; note: potency is the fitted concentration of half-maximal effect; % is set by controls: 0 for no effect and ±100 for the full control effect; nearly all actives have a fitted effect of over 55% in size
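Assay principle: reduced luminescence from a cAMP-responsive reporter in HEK293 cells co-expressing a constitutively active GLP-1R. Conditions: 24 hr compound incubation, 37 deg C, 5% CO2.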
WRN helicase inh: inhibitors of human WRN helicase. Q14191. WRN helicase unwinding, fluorescent forked duplex, kinetic. Potency, µM (top dose mostly 114 µM), inactives show top-dose activity change, negative = inhibition, usual class: inhibitors. 360,000 compounds, 0.46% hits. AID 651768; note: potency is the fitted concentration of half-maximal effect; % is set by controls: 0 for no effect and ±100 for the full control effect; nearly all actives have a fitted effect of over 55% in size
Target sequence (Q14191 whole entry, looked up): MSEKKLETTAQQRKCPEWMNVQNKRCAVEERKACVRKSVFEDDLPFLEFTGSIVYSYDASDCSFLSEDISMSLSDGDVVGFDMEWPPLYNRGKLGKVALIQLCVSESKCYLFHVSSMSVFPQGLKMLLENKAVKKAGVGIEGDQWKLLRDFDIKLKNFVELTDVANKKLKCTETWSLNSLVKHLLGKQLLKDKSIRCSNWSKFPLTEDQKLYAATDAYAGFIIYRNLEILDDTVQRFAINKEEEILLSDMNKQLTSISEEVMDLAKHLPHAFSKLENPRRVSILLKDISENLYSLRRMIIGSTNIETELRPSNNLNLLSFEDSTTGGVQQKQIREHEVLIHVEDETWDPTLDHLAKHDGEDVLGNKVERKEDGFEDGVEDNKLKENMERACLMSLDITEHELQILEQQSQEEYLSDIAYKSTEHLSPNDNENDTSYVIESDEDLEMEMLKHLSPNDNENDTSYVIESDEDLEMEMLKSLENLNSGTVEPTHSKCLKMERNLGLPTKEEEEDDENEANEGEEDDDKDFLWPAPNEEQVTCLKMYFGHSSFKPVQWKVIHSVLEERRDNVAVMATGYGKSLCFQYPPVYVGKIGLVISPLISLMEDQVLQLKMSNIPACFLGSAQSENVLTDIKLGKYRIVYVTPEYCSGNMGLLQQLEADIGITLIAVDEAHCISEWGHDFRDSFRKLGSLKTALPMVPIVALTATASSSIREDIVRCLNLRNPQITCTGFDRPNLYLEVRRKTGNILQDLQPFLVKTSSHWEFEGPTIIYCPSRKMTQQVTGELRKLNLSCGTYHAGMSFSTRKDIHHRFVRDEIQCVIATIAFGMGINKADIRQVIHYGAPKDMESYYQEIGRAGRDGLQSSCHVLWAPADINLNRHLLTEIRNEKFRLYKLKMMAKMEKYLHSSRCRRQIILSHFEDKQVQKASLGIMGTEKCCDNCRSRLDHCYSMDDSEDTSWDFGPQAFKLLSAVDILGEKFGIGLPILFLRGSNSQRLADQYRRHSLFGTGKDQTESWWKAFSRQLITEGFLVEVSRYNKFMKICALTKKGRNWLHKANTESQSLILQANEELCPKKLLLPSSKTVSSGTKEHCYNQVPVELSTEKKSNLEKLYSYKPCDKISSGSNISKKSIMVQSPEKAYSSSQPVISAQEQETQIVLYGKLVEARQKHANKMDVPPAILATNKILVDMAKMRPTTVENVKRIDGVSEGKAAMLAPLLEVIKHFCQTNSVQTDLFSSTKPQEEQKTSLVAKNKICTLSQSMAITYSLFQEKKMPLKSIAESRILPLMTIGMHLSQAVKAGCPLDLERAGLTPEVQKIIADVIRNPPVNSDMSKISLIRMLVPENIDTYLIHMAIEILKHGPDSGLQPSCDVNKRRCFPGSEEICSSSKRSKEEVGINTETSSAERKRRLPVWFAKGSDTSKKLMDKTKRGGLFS
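Fluorescence dequenching readout, ex 525 nm/em 598 nm, kinetic mode: forked duplex DNA (100 nM final) with adjacent fluorophore and quencher unwound by WRN (20 nM final) with 2 mM ATP. Compound preincubation 15 min, room temperature.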
PLK1 PBD inh: inhibitors of human PLK1 polo-box domain binding; 360,000 compounds, 2.8% hits; Plk1 PBD binding of FITC phosphopeptide, fluorescence polarization; Potency, µM, for inactives: max response, negative = inhibition, usual class: inhibitors; note: potency is the fitted concentration of half-maximal effect; series mostly up to about 57 µM; % is set by controls: 0 for no effect and ±100 for the full control effect; nearly all actives have a fitted effect of over 65% in size
IL-2 act: IL-2 activation. IL-2 activation reporter assay, cell-based qHTS; stimulated with anti-CD3/CD4/CD28 beads; in transgenic mouse T cells. activation, % (series mostly up to about 46 µM). 360,000 compounds, 0.065% hits. AID 652025; in the data active = activation above about 50%; inconclusive = mostly about 30% to 49%; note: 0% is about no effect
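Unstimulated transgenic mouse T cells preincubated 60 min with compound, then stimulated with anti-CD3/anti-CD4-coated beads plus anti-CD28 for 18 h at 37 degrees C. IL-2 response read as EGFP and DsRed fluorescence by plate cytometry.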
The depositor's hits bear a star; ? = inconclusive; · = no result given; & = joins results of further samples; [ ] = another dose, or the depositor's remark. Unless noted, calls come from the whole dose curve; as a rule, active = well fitted curve in the direction sought with a large enough effect; inconclusive = small, poorly fitted or top-dose-only effect, or another doubt; inactive = no such curve, though single readings can be large; an effect the other way counts as inactive or inconclusive.

SMILES	DRD3 agonist	GLP1R cytotox	D3 antag	PI5P4Ka inh	GLP1R ag	GLP1R inv ag	WRN helicase inh	PLK1 PBD inh	IL-2 act
COc1ccc(NC(=O)c2cc(C3CCCCN3C(=O)C3CCCCC3)on2)c(C)c1 (stereo not given)	0	1%	-15	8	-2%	?	-8%	-1%	0.0
Cc1cc(C(F)(F)F)nn1Cc1ccc(C(=O)NCc2ccco2)o1	-10	5%	-21	·	-10%	0%	-11%	-15%	-1.8
COc1ccc(CN(C(=O)c2cnccn2)C(C(=O)NC(C)(C)C)c2cc(OC)c(OC)c(OC)c2)cc1 (stereo not given)	6	-9%	?	10	-14%	7%	-4%	0%	1.3
OCC1CCCCN1CC(O)COC(c1ccc(F)cc1)c1ccc(F)cc1 (stereo not given)	2	-13%	0	2	-7%	?	4%	1%	0.4
O=C(Nc1ccccc1-c1ccccc1)C1CCCN(c2ncccn2)C1 (stereo not given)	1	6%	33	·	4%	0%	-4%	-10%	-0.3
O=C1C(=O)C(c2ccccc2)C(=O)C1c1ccccc1 (stereo not given)	87*	-7%	-20	-17	-3%	?	-10%	-26%	1.3
Cc1ccc(Nc2nc(Cl)c(C=O)s2)cc1Cl	0	?	1	8	12%	?	-7%	10%	0.4
Nn1c(SCC(=O)Nc2cccc(Br)c2)nnc1C1CC1	2	2%	0	2	-1%	9%	-5%	-4%	0.8
CCN(CC)Cc1c(C(=O)N/N=C/c2ccccn2)nnn1-c1nonc1N	14	-19%	0	6	3%	-6%	-2%	2%	0.1
COc1ccccc1NC(=O)CCc1c(C)[nH]c(=O)c(C#N)c1C	0	-6%	?	-17	11%	11%	-19%	3%	0.1
CN(C)S(=O)(=O)c1ccc(NC(=O)N2CCOCC2)cc1	6	-4%	0	-4	-11%	-18%	3%	2%	1.0
O=C(NNC(=S)NC(=O)c1ccc(F)cc1)c1cccnc1	20	0%	-6	-8	-1%	-10%	6%	-8%	0.4
COc1ccccc1/C=C/c1nc(C#N)c(N(C)C)o1	0&-3	148%&45%[activator]	-11	5	20%	30%&19%	-1%	0%	-4.1
COCCN1CCN(C(=O)C2CCC(=O)N(CCc3ccc(Cl)cc3)C2)CC1 (stereo not given)	-13	-6%	0	0	-7%	5%	-34%	-9%	-3.1
CC1CCCCC12NC(=O)N(CC(=O)N1CCN(C(=O)c3ccco3)CC1)C2=O (stereo not given)	2	5%	-4	-8	-3%	10%	2%	4%	0.2
COc1ccc(Cn2c(C)c(C)c(C#N)c2NC(=O)Nc2cccc(Cl)c2)cc1	3	-21%	-23	1	-3%	-22%	-16%	-9%	-2.5
O=C(O)c1nn(CC(=O)N2CCN(c3ccccc3)CC2)c(=O)c2ccccc12	2	-5%	-13	0	8%	2%	5%	-2%	-0.1
CCOC(=O)C1(NC(=O)C2(NC(=O)CN3C(=O)c4ccccc4C3=O)CCCC2)CCCC1	-3	-1%	-21	-8	-13%	-1%	-25%	-5%	-0.7
COc1ccc(C(=O)n2nc(-c3ccc(C)cc3)nc2N)cc1OC	0	0%	10	9	0%	-13%	-6%	-3%	-2.0
COc1cccc(C(=O)Nc2cc(S(=O)(=O)N3CCOCC3)ccc2N2CCOCC2)c1	3	1%	-7	0	6%	22%	8%	-15%	4.1
O=C(Cn1nnc(-c2ccccc2F)n1)Nc1ccc2c(c1)OCO2	4	?	12	·	8%	-3%	-2%[57.1 µM]	2%	0.8
Cc1c(C(=O)NCc2cccnc2)sc2nc(-c3ccccc3)cn12	1	0%	-19	-1	1%	-15%	6%	-1%	-1.3
CCC(C)N1CCN(S(=O)(=O)c2ccc3ccccc3c2)CC1 (stereo not given)	-2	1%	-16	0	-2%	?	-11%[57.1 µM]	-5%	-2.2
CCOC(=O)c1sc(NC(=O)c2ccc3ncsc3c2)nc1C	4	2%	-2	-5	15%	?	-5%	-13%	-0.9
O=C(CSc1ncccn1)NC(=O)NCc1ccco1	4	-3%	-11	-2	16%	4%	4%[11.6 µM]	-18%	-2.2
CC1=C(C(=O)N(C)C)C(c2cccs2)NC(=O)N1 (stereo not given)	-8	7%	0	6	3%	3%	1%	-8%	1.0
COc1cc(NC(=O)COC(=O)/C=C/c2c(C)nn(-c3ccc(F)cc3)c2Cl)cc(OC)c1	-2	4%	-10	11	13%	9%	-4%	-3%	-3.9
Cc1nc(-c2ccc(Cl)cc2)sc1C1(C)CC(c2ccc(Cl)cc2)=NO1 (stereo not given)	14	1%	0	17	1%	-38%	0%	-11%	2.5
COC(=O)c1cc(NC(=O)CN(c2ccc(OC)cc2)S(=O)(=O)c2ccc(F)cc2)ccc1Cl	-9	-12%	-13	1	0%	?	-4%	1%	0.1
COCCCNC(=O)C1CCC(CNS(=O)(=O)c2ccc3c(c2)CC(C)N3C(=O)C2CC2)CC1 (stereo not given)	-4	1%	13	3	12%	84%[activator]	6%	-3%	-3.0
COc1ccc(NC(=O)Cc2nnc(SCC(=O)c3ccccc3)n2C)cc1	0	-3%	-4	6	8%	4%	-6%	-1%	-0.1
Cc1onc(-c2c(Cl)cccc2Cl)c1C(=O)ONC(=O)c1cc(C(F)(F)F)cc(C(F)(F)F)c1	1	-19%	-1	18	-1%	-31%	-7%	-5%	-0.1
Cc1ccc(CSC2=Nc3ccccc3C3=NC(=O)CN23)cc1	-1	-33%	-4	-5	4%	15%	2%	?	0.1
Cc1ccc2nc(C3CCCN3Cc3nc(CCC(C)C)no3)[nH]c2c1 (stereo not given)	5	3%	-5	4	-4%	7.1µM*	-1%	-6%	-1.8
Cc1nn(CC(=O)O)c2ccccc12	-4	5%	-10	·	-3%	-7%	-5%	-12%	1.5
O=C1NC(=O)C2(CCCC2)N1	1	4%	7	-6	-9%	8%	-16%	0%	-0.6
FC(F)(F)C(Oc1nc(Nc2ccc(Cl)cc2)nc(N2CCOCC2)n1)C(F)(F)F	3	23%	17	30	-13%	?	4%	-16%	0.4
CN(O)C(=O)Nc1ccc([N+](=O)[O-])cc1	0	0%	-27	-2	-1%	-4%	-10%	0%	-0.5
COc1cc(O)c(C(CC(=O)N2CCN(c3ccccc3)CC2)c2ccc3c(c2)OCO3)c(OC)c1 (stereo not given)	3	-6%	3	3	-1%	?	9%	3%	-0.4
Cc1cc(=O)n2c(n1)SCOC2	-22	0%	-10	0	2%	6%	0%	-4%	1.5

Quoted at random: 3 records from the list.
SMILES	DRD3 agonist	GLP1R cytotox	D3 antag	PI5P4Ka inh	GLP1R ag	GLP1R inv ag	WRN helicase inh	PLK1 PBD inh	IL-2 act
CN(O)C(=O)Nc1ccc([N+](=O)[O-])cc1	0	0%	-27	-2	-1%	-4%	-10%	0%	-0.5
CC1=C(C(=O)N(C)C)C(c2cccs2)NC(=O)N1 (stereo not given)	-8	7%	0	6	3%	3%	1%	-8%	1.0
CN(C)S(=O)(=O)c1ccc(NC(=O)N2CCOCC2)cc1	6	-4%	0	-4	-11%	-18%	3%	2%	1.0

(list continues)
SMILES	DRD3 agonist	GLP1R cytotox	D3 antag	PI5P4Ka inh	GLP1R ag	GLP1R inv ag	WRN helicase inh	PLK1 PBD inh	IL-2 act
COc1cc(/C=C(/C(=O)c2cccs2)c2nc3ccccc3[nH]2)ccc1O	-28	?	-19	·	-16%	-18%	-12%	5%	-0.7
CCN(CC)CCN(C)Cc1nc(C(c2ccccc2)c2ccccc2)no1	-11	1%	-21	6	-4%	?	-5%	4%	1.7
COc1cccc(NC(=O)C/C(C)=N/NC(=O)C2CCCCC2)c1	9	-10%	6	2	16%	3%	4%	4%	-1.8
CCCCc1cc(=O)oc2cc(OCC(=O)N(CC)CC)c(Cl)cc12	6	-12%	25	11	-2%	?	-3%	-3%	-1.6
O=C(/C=C/c1ccc(Cl)cc1Cl)Nc1ccncc1	1	-7%	-7	2	5%	6%	-6%	-2%	0.1
Cn1c(C(=O)O)cc2cc(Oc3ccccc3)ccc21	-2	0%	4	-2	-1%	-13%	-3%	1%	1.0
COc1c(C)cc(C(O)c2ncc(-c3ccccc3)[nH]2)cc1C (stereo not given)	8	-7%	0	1	6%	-4%	1%	-1%	-0.5
CC1(C)Cc2c(sc(NC(=O)C3CC(Cl)=CCC3C(=O)O)c2C#N)CO1 (stereo not given)	-1	0%	14	-3	-12%	9%	0%	4%	1.6
Nc1cccc(Oc2cnccn2)c1	6	-3%	12	-1	5%	0%	-7%	-7%	1.7
OC(CNCCc1ccc(C(F)(F)F)cc1)COC(c1ccccc1)c1ccccc1 (stereo not given)	-14	?	-14	5	-3%	?	1%	-13%	-3.6
O=C(Nc1ccc(F)c(F)c1)c1ccccc1	5	-18%	37	-1	-5%	13%	7%	4%	-0.2
COc1ccc(-c2csc(NC(=O)CSc3n[nH]c(C)n3)n2)cc1	-2	-3%	0	-15	19%	30%	-10%	-29%	-0.2
Cc1ccc(-c2cc(C)nc3ncnn23)cc1	-4	4%	-1	4	-5%	-5%	7%	2%	-3.3
S=c1[nH]nc(Cc2ccc(Br)cc2)n1/N=C/c1ccc(Cl)cc1	-29	-24%	?	-5	6%	?	-1%	3.4µM*	-3.6
CC1(C(=O)NS(=O)(=O)C2CC2)CCCN(C(=O)Cc2ccc3ccccc3c2)C1 (stereo not given)	1	3%	16	7	-4%	5%	0%	1%	0.2
Cc1n[nH]c(C)c1CCCCOc1ccc([N+](=O)[O-])cc1	10	-2%	16	-3	8%	-23%	1%	0%	-0.9
C=CCOC(=O)C1=C[C@H](C2CC2)[C@@H](CCCO)[C@H](OCC)O1	14	-24%	1	4	15%	-3%	-2%	-15%	-1.6
CCOC(=O)c1ccc(NC(=O)c2nn(CC)cc2Br)cc1	6	3%	16	·	10%	4%	-14%	-2%	-3.3
CCCCc1c(-c2ccccc2)ncn1CCc1ccccc1OC	6	-10%	54	2	-1%	?	-2%	3%	-0.6
